# Assay outcomes from PubChem BioAssay.
# MmCpn inh = inhibitors of Methanococcus maripaludis chaperonin (MmCpn); 0.031% of 330,000 active; AID 504842; purified Mm-Cpn ATPase, ADP Transcreener TR-FRET; Potency, µM (titrated, usually from 76.9 µM), for inactives: at the highest dose activity, negative = inhibition, usual class: inhibitors; further: potency means the concentration at half of the fitted maximal effect; on the % scale 0 is the no-effect control and ±100 the full control effect; nearly all actives have a fitted effect of over 80% in size
#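 Purified archaeal chaperonin (25 nM final) was preincubated with compound for 10 min at 37°C, then ATP (10 uM final) was added for 30 min at 37°C in Tris pH 7.4/KCl/MgCl2/DTT buffer. ADP was quantified by HTRF Transcreener TR-FRET.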
# EPAC2 antagonist = antagonists of human EPAC2. EPAC2 GEF exchange of Rap1B-BODIPY-GDP, fluorescence. Potency, µM (series often up to 114 µM), for inactives: at the highest dose activity, negative = inhibition, actives largely listed as inhibitors. 0.18% of 360,000 active. AID 720708; further: potency means the concentration at half of the fitted maximal effect; on the % scale 0 is the no-effect control and ±100 the full control effect; nearly all actives have a fitted effect of over 45% in size; many of its hits are not listed in these tables
# Target sequence (Q8WZA2 whole entry, looked up): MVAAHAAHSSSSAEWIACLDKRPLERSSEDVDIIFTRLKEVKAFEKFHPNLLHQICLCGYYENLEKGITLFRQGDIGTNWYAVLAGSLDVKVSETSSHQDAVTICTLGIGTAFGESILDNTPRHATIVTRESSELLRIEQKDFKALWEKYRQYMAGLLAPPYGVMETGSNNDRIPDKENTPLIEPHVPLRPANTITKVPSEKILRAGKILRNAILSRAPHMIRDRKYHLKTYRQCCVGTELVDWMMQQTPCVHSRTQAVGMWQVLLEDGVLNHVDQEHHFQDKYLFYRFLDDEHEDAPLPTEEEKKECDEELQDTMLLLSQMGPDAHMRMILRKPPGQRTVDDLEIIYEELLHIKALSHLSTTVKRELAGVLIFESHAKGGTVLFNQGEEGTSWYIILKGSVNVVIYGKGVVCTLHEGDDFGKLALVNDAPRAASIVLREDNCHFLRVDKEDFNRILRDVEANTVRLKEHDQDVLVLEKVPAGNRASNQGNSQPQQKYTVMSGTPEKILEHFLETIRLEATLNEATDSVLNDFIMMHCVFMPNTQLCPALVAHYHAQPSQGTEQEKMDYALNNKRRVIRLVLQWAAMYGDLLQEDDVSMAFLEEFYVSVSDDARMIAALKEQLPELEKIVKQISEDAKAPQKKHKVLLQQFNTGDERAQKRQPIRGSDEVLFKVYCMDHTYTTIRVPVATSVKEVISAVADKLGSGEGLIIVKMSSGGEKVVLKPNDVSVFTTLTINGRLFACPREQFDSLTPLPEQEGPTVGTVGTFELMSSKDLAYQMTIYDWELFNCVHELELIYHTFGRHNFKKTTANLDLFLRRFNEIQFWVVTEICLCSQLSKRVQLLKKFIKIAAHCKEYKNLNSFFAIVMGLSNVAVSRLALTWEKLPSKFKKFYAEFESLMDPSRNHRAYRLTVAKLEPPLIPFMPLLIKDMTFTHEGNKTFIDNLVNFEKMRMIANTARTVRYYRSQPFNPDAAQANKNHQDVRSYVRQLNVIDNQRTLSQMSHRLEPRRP
# DRD3 antagonist = blocks the human D3 dopamine receptor; P35462; D3R cells, DiscoveRx beta-arrestin luminescence, antagonist mode; hits give low values; max response, negative = inhibition, %; 2.5% of 360,000 active; AID 652054; in the data active means max response below about -50%; inconclusive means no clear call, values can overlap the other calls; further: on the % scale 0 is the no-effect control and ±100 the full control effect; mostly tested at two doses, the higher about 12 µM
#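 Cells expressing the human receptor were seeded at 1500 cells/well, incubated overnight at 37 degrees C in 5% CO2, then exposed to library compounds with dopamine controls for 90 minutes at 37 degrees C before luminescent detection.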
# Akt phos inh = blocks phosphorylation of Akt; Neuro2A IGF-stimulated pAkt S473 HTRF, 20 min; hits give low values; activity change, % for hits at 50 µM; 0.32% of 360,000 active; in the data active means activity change below about -80%; inconclusive means mostly about -51% to -80%; further: on the % scale 0 is the no-effect control and ±100 the full control effect
#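 Neuro2A cells in DMEM with 0.5% FBS, overnight at 37 deg C, given compound at single 50 µM final, then IGF (6 nM final) for 20 min at 37 deg C. Lysed; phospho-Akt Ser473 by HTRF after 24 h, 665/615 ratio.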
# D3 ag = agonists of human D3 dopamine receptor; P35462; D3R DiscoveRx beta-arrestin cells, luminescence, 90 min; max activation, %; 0.58% of 410,000 active; in the data active means max activation above about 30%; further: 0% is about no effect; mostly tested at two doses, the higher about 12 µM
#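 Agonist-mode cell screen: cells plated at 1500/well and incubated overnight at 37 °C, then exposed to library compounds for 90 min at 37 °C. Detection reagent was added for 30–60 min at room temperature, and luminescence was read.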
# PTHR1 agonist = agonists of human PTHR1 parathyroid hormone receptor | Q03431 | HEK293 GP2 PTHR1 cells, GloSensor cAMP luminescence, 1 h | Potency, µM (top dose mostly 115 µM), for inactives: at the highest dose activation, actives largely listed as activators | 0.075% of 410,000 active; further: potency means the concentration at half of the fitted maximal effect; nearly all actives have a fitted effect of over 55% in size; some results filed as inactive show a strong effect at the top dose; inactives centre near -15; many of its hits are not listed in these tables
#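 HEK-293-derived GP2 cells expressing PTHR1 and a GloSensor cAMP reporter, 3,000/well, plated overnight, given luciferin plus IBMX (each 0.5 mM as added) for 1 h at 37 °C, then compound for 1 h at 37 °C. Luminescence was read after 15 min at room temperature.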
# EPAC2 agonist = agonists of human EPAC2 (RAPGEF4); EPAC2 activation, biochemical qHTS; response scale: 100% = 6.5 mM cAMP response; Potency, µM (titrated, usually from 154 µM), for inactives: at the highest dose activation, hits mostly activators; Q8WZA2; AID 720711; 0.079% of 360,000 active; further: potency means the concentration at half of the fitted maximal effect; nearly all actives have a fitted effect of over 50% in size
#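 Fluorescence exchange assay: 100 nM EPAC2 with 250 nM RAP1B-BODIPY-GDP and 50 uM GDP; compounds tested as a concentration-titration series (qHTS). Loss of Rap1-bound BODIPY-GDP fluorescence read at 480/540 nm; data normalized to 6.5 mM cAMP.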
# CCT chaperon mod = cytosolic chaperonin activity modulation; AID 651819; activity change, % (test concentration not listed), hits read low; purified chaperonin ATPase assay, HTRF ADP detection, 30 min; 0.3% of 360,000 active; in the data active means activity change below about -30%; further: on the % scale 0 is the no-effect control and ±100 the full control effect
#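 We incubate TRiC, 40 or 20 nM final, with library compounds at 76 uM and 10 uM ATP for 30 min at 37 °C. ADP formed is detected with Transcreener HTRF reagents after 30 min at room temperature.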
# The depositor's hits bear a star; i = inactive; ? = inconclusive; . = no result given; & = joins results of further samples; [ ] = another dose, or the depositor's remark. Unless noted, the call rests on the fitted dose curve; in most records, active means well fitted curve in the direction sought with a large enough effect; inconclusive means small, poorly fitted or top-dose-only effect, or another doubt; inactive means no such curve, though single readings can be large; an effect the other way counts as inactive or inconclusive.
SMILES,MmCpn inh,EPAC2 antagonist,DRD3 antagonist,Akt phos inh,D3 ag,PTHR1 agonist,EPAC2 agonist,CCT chaperon mod
O=C(COc1coc(CN2CCN(c3ccc(F)cc3)CC2)cc1=O)NC1CCCC1,1%,20%,1,i,5,-18%,-4%,-1.8
Cn1c(SCc2ccc3c(c2)OCO3)nnc1-c1ccccc1,-2%,-4%,0,i,-2,-9%,-1%,0.5
Cc1ccccc1S(=O)(=O)Cc1ccc(C(=O)NC2CCC(C)CC2)o1 (stereo not given),4%,2%,17,i,1&1,-6%&-14%,1%,1.5
O=C(NCCc1csc(-c2cccnc2)n1)c1ccccc1,-1%,8%,16,i,-12&0,i,11%,0.7
O=C(N1CCCCCC1)N1CCN(S(=O)(=O)c2cccc([N+](=O)[O-])c2)CC1,.,0%,1,i,0,-18%,2%,-0.7
COc1ccc(-c2nn(-c3ccccc3)cc2CNC[C@H]2O[C@@H](n3cnc4c(=O)[nH]c(N)nc43)[C@H](O)[C@@H]2O)cc1,.,2%,18,i,8,0%,1%,1.6
CCOC(=O)C1CCN(c2c([N+](=O)[O-])c(C(Cl)Cl)nn2-c2ccccc2)CC1,-3%,-3%,-18,i,-15,i,21%,0.4
O=P(O)(O)CCP(=O)(c1ccccc1)c1ccccc1,1%,3%,8,i,9,i,3%,-0.3
Cc1cc(C)c(C(=O)CSc2nnc(C)c(=O)[nH]2)cc1C,-1%,-6%,-9,i,-1,5%,11%,-0.2
Cn1c(C(=O)NCC2CCCO2)cc2c(=O)n(C)c3ccccc3c21 (stereo not given),-1%,-4%,6,i,4,i,2%,-0.9
COC(=O)C1C2C=CC3(CN(c4cccc(C)c4)C(=O)C13)O2 (stereo not given),-7%,-1%,44,i,0,0%,3%,-0.9
Cc1ccc(C(=O)N2CC(=O)Nc3ccc(F)cc3C2c2ccccc2)cc1 (stereo not given),3%,-11%,6,i,-9,-8%,1%,0.4
CCOC(=O)c1ccc(NC(=O)Nc2ccc(OC)c(OC)c2)cc1,-1%,19%,25,i,1,-8%[57.5 µM],-9%,0.4
CCOc1ccc(C2C(C(=O)c3ccco3)=C(O)C(=O)N2Cc2cccnc2)cc1OC (stereo not given),-1%,-2%,7,i,4,i,2%,0.2
O=C(CSc1nnc(CNC(=O)c2ccc(F)cc2)o1)NCc1ccccc1,0%,7%,8,i,3,i,-1%,-0.4
Cc1ccccc1C(=O)NC1CCCN(Cc2ccccc2F)C1 (stereo not given),?,8%,11,i,0,i,-8%,-0.6
Cn1c(CCc2ccccc2)n[nH]c1=S,2%,-7%,-1,i,2,i,-1%,-7.0
CC(=O)N1CCN(C(=O)CCc2nc3sc4c(c3c(=O)[nH]2)CCCC4)CC1,-2%,5%,?,i,1,-8%,4%,-1.0
N#CCSc1ccccc1NC(=O)COC(=O)CCN1C(=O)C2CC=CCC2C1=O (stereo not given),1%,-3%,17,i,9,-14%,10%,-1.3
C=CCN(C(=O)Cn1nnc2ccccc21)C(C(=O)NCCOC)c1ccc(OC)cc1OC (stereo not given),-1%,-2%,0,i,0,i,8%,-5.1
CCc1ccc(OCC(=O)N(C)C2CCS(=O)(=O)C2)cc1 (stereo not given),2%,6%,-21,i,-3,-2%[57.5 µM],2%,0.3
COc1ccc(CCC(=O)NC2CCCc3ccccc32)cc1OC (stereo not given),1%,6%,8,i,10,i,-5%,0.1
COc1cc(CCC(=O)OCC(=O)Nc2c(F)cccc2F)cc(OC)c1OC,1%,-3%,6,i,14,i,6%,2.3
COc1ccccc1CNC(=O)CCC(=O)Nc1nnc(C)s1,-15%,21%,-3,i,3,i,0%,0.1
CCCCN(CCCC)CCNC(=O)CSCc1ccc(C)cc1,1%,0%,-17,i,-10,i,7%,-1.5
Cc1ccc(S(=O)(=O)N2CCOCC2)cc1C(=O)Nc1cc(Cl)ccc1N1CCOCC1,3%,7%,-6,i,0,i,-8%,-1.6
CCC(=O)Oc1ccc2ccccc2c1CNC(=O)c1ccccc1,1%,-12%,-24,i,-2,i,8%,0.2
NC(=O)COC(=O)CC(c1ccccc1)c1ccccc1,1%,14%,11,i,7,i,-3%,0.0
O=C(CCc1cccc(Cl)c1)N1CCCC(Nc2ccccc2)C1 (stereo not given),-1%,-27%,3,i,-2,i,7%,1.5
O=C(NCc1ccc(OC(F)(F)F)cc1)C1CCC(=O)N(C2CC2)C1 (stereo not given),-2%,-5%,6,i,6,-16%,-2%,-1.3

# An excerpt from above in order of molecular weight, rising.
SMILES,MmCpn inh,EPAC2 antagonist,DRD3 antagonist,Akt phos inh,D3 ag,PTHR1 agonist,EPAC2 agonist,CCT chaperon mod
Cn1c(CCc2ccccc2)n[nH]c1=S,2%,-7%,-1,i,2,i,-1%,-7.0
COC(=O)C1C2C=CC3(CN(c4cccc(C)c4)C(=O)C13)O2 (stereo not given),-7%,-1%,44,i,0,0%,3%,-0.9
CCc1ccc(OCC(=O)N(C)C2CCS(=O)(=O)C2)cc1 (stereo not given),2%,6%,-21,i,-3,-2%[57.5 µM],2%,0.3
Cn1c(SCc2ccc3c(c2)OCO3)nnc1-c1ccccc1,-2%,-4%,0,i,-2,-9%,-1%,0.5
CCC(=O)Oc1ccc2ccccc2c1CNC(=O)c1ccccc1,1%,-12%,-24,i,-2,i,8%,0.2
COc1ccccc1CNC(=O)CCC(=O)Nc1nnc(C)s1,-15%,21%,-3,i,3,i,0%,0.1
O=C(CCc1cccc(Cl)c1)N1CCCC(Nc2ccccc2)C1 (stereo not given),-1%,-27%,3,i,-2,i,7%,1.5
O=C(NCc1ccc(OC(F)(F)F)cc1)C1CCC(=O)N(C2CC2)C1 (stereo not given),-2%,-5%,6,i,6,-16%,-2%,-1.3
Cc1ccc(C(=O)N2CC(=O)Nc3ccc(F)cc3C2c2ccccc2)cc1 (stereo not given),3%,-11%,6,i,-9,-8%,1%,0.4
CC(=O)N1CCN(C(=O)CCc2nc3sc4c(c3c(=O)[nH]2)CCCC4)CC1,-2%,5%,?,i,1,-8%,4%,-1.0
O=C(CSc1nnc(CNC(=O)c2ccc(F)cc2)o1)NCc1ccccc1,0%,7%,8,i,3,i,-1%,-0.4
COc1cc(CCC(=O)OCC(=O)Nc2c(F)cccc2F)cc(OC)c1OC,1%,-3%,6,i,14,i,6%,2.3
CCOC(=O)C1CCN(c2c([N+](=O)[O-])c(C(Cl)Cl)nn2-c2ccccc2)CC1,-3%,-3%,-18,i,-15,i,21%,0.4
CCOc1ccc(C2C(C(=O)c3ccco3)=C(O)C(=O)N2Cc2cccnc2)cc1OC (stereo not given),-1%,-2%,7,i,4,i,2%,0.2
C=CCN(C(=O)Cn1nnc2ccccc21)C(C(=O)NCCOC)c1ccc(OC)cc1OC (stereo not given),-1%,-2%,0,i,0,i,8%,-5.1

# (continued)
SMILES,MmCpn inh,EPAC2 antagonist,DRD3 antagonist,Akt phos inh,D3 ag,PTHR1 agonist,EPAC2 agonist,CCT chaperon mod
O=C(Nc1ccccc1N1CCN(C(=O)c2ccccc2)CC1)c1cccc(Cl)c1,0%,-7%,18,i,-4,i,11%,0.4
CN(C)S(=O)(=O)c1ccc(Cl)c(C(=O)OCC(=O)NC(=O)c2cccn2C)c1,0%,0%,6,i,-3,-1%,2%,-2.1
O=c1cnnc(Nc2ccc(F)cc2)[nH]1,2%,15%,6,i,-3,-4%,5%,1.5
COC(=O)c1ccc(CNC(=O)Cn2nnnc2CN(C)C(C)C)cc1,1%,4%,-9,i,-4,i,4%,-1.3
CCOC(=O)C1=C(Nc2ccccc2)CSC1,.,-20%,9,i,2,i,7%,0.3
O=C(NCc1cccs1)c1ccc([N+](=O)[O-])cc1Cl,1%,6%,-15,i,4,-5%,4%,-2.7
Clc1ccc(Cn2ncc3c(NCc4ccco4)ncnc32)c(Cl)c1,1%,-2%,8,i,2,-22%,1%,-0.4
O=C1c2ccccc2C(=O)N1CCCc1c[nH]c2ccc(Cl)cc12,1%,-6%,5,i,4,-26%,14%,-1.5
CN(C)c1ccc(/C=C2/NC(=O)NC2=O)cc1,-1%,15%,-5,i,-2,-6%,0%,-2.7
COC(=O)c1ccccc1N(Cc1ccccc1)S(C)(=O)=O,0%,-3%,-5,i,-4,i,5%,2.9
CCc1ccccc1N(C(=O)c1snc(C(N)=O)c1N)C(C(=O)NCC1CCCO1)c1ccc(OC)c(OC)c1 (stereo not given),-3%,-2%,14,i,13,i,0%,1.6
CN(C)S(=O)(=O)N1CCC(Oc2ccc(C(=O)NC3CCOC(C)(C)C3)cc2)CC1 (stereo not given),0%,1%,0,i,-5,-4%,-5%,0.3
CCN(CC)CCN(Cc1cc2cc3c(cc2[nH]c1=O)OCCO3)C(=O)NC1CCCCC1,-3%,3%,-8,i,-7,i,-1%,0.2
CCn1c(=O)c(C(=O)NCc2ccccc2)c(O)c2ccccc21,0%,4%,2,i,6,-94%[inhibitor],19%,-3.6
COc1ccccc1OCC(=O)NCCS(=O)(=O)N1CCN(c2ccc(F)cc2)CC1,1%,-4%,7,i,4,i,-2%,-0.3
COCCn1c(SCC(=O)N2CCc3ccccc3C2)nc2cc(Cl)ccc2c1=O,-1%,-13%,0,i,7,-36%[inhibitor],20%,-0.3
O=C(Cc1ccccc1)N/N=C/c1cc(Br)cc(Cl)c1O,0%,-7%,?,i,-6,-11%,28%,0.7
C=CCn1c(SCC(=O)NCc2ccc3c(c2)OCO3)nc2scc(-c3ccc(F)cc3)c2c1=O,-14%,-4%,29,i,8,?,1%,-0.9

# A portion of the library, so the mix of outcomes need not match the whole.
